Screening data (PubChem BioAssay)
tim10-1 inh: growth inhibitors of tim10-1 mutant yeast; S. cerevisiae tim10-1 ts strain growth, BacTiter-Glo, 24 h; hit rate 2.2% among 330,000; inhibition, % at 20 µM;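 active means inhibition of at least 40%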;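 further: mutant grown at 25 °C; 0% = DMSO wells with yeast and 100% = wells holding no yeast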
TIM10 inh: growth inhibitors of TIM10 yeast strain; S. cerevisiae TIM10 strain growth, BacTiter-Glo luminescence, 24 h; inhibition, % at 10 µM; hit rate 1.4% among 330,000; AID 463195;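 active means inhibition of 40% or more at the single tested concentration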;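 further: wild-type TIM10 isogenic control strain grown at permissive 25 °C; 0% = DMSO yeast wells and 100% = minimal medium wells without yeast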
Mdm2 MdmX PPI: human Mdm2/MdmX binding inhibition; O15151+Q00987; SaOS-2 split-luciferase Mdm2/MdmX complementation, luminescence; inhibition, % at 8 µM; hit rate 3% among 330,000; AID 485346;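 active means inhibition of at least 50% at 8 µM in the primary screen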
Target sequence (O15151 whole entry, looked up): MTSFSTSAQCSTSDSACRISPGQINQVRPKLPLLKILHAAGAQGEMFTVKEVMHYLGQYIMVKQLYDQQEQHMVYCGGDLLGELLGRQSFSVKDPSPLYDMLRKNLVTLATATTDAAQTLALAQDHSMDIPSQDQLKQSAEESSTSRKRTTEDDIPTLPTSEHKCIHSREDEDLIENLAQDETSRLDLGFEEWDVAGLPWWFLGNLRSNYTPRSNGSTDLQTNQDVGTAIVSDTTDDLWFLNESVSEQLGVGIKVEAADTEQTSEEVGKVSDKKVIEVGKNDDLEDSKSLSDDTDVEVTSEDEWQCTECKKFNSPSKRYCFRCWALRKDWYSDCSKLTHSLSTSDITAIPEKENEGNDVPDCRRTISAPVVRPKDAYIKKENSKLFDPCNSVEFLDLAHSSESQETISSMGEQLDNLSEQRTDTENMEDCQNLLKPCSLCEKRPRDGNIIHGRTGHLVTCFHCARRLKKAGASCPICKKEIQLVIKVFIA
Target sequence (Q00987 whole entry, looked up): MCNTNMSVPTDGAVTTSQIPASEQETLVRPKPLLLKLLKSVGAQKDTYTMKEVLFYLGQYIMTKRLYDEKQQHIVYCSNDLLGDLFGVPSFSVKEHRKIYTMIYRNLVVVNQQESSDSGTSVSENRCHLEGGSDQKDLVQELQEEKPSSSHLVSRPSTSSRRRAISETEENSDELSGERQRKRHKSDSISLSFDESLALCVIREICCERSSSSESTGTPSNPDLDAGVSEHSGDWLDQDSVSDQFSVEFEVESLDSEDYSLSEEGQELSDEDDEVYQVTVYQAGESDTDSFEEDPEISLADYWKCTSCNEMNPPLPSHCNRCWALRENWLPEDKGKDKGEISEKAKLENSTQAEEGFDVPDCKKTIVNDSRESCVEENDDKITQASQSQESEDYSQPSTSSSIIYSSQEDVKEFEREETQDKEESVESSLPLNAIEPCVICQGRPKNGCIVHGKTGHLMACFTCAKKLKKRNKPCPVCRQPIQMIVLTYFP
XBP1 UPR activ: activators of adaptive arm of unfolded protein response (XBP1). hit rate 0.33% among 330,000. activation, % at 20 µM. CHO-XBP1 luciferase reporter, IRE1-XBP1 UPR activation, luminescence; percent of tunicamycin response, DMSO as zero. AID 463104;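 active means versus positive control, 20 µM dose yields 30% or more activation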;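 further: 100% = tunicamycin at 10 µg/mL and 0% = DMSO only wells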
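Material – CHO cell line with stable XBP1 luciferase reporter · Buffer or medium – F12 plus 10% FBS · Compound – single point, 20 µM final compound, 1% DMSO · Schedule – 16-18 h cell attachment at 37 °C, then 6 h compound exposure · Signal – Steady-Glo luminescence read · Benchmarks – high control tunicamycin 10 µg/mL final, low control DMSO vehicle only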
697 NFkB inh: lowers PMA/ionomycin-induced NF-kB signal in 697 B cells | 697 B-cell NF-kB luciferase reporter, 16 h | hit rate 0.33% among 330,000 | inhibition, % at 4 µM; in the data active means inhibition above about 35%
tim23-1 inh: inhibits growth of tim23-1 mutant yeast. hit rate 1.3% among 330,000. S. cerevisiae tim23-1 growth, BacTiter-Glo luminescence, 24 h. inhibition, % at 20 µM;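 active means growth inhibition of the mutant yeast at or above 50%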;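 further: temperature-sensitive mutant grown at 25 °C; plate controls were DMSO-treated mutant yeast for no effect and medium wells lacking yeast for full effect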
CHOP UPR activ: activators of apoptotic arm of unfolded protein response (CHOP); CHO-CHOP luciferase reporter, UPR activation, luminescence; percent of tunicamycin response over DMSO baseline; activation, % at 10 µM; hit rate 0.34% among 330,000;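 active means at 10 µM dose, activation of 40% or more, normalized to positive control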;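 further: 100% = tunicamycin at 10 µg/mL and 0% = DMSO alone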
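Assay system: CHO cells with stable CHOP pathway luciferase reporter; Buffer or medium: F12 plus 10% serum; Times: 16-18 h cell attachment, then 6 h compound exposure, 37 °C; Signal: luciferase luminescence; Read-out basis: percent activation relative to tunicamycin control; Control set: tunicamycin high control, DMSO low control.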
Jurkat NFkB inh: lowers PMA/ionomycin-induced NF-kB signal in Jurkat cells; PMA/ionomycin-induced NF-kB luciferase reporter, luminescence; inhibition, % at 4 µM; hit rate 0.53% among 330,000; in the data active means inhibition above about 50%
An asterisk follows results filed as active.

1: CCN1CCN(c2ccccc2NC(=O)c2ccc(-n3cccn3)cc2)CC1
2: CS(=O)(=O)c1ccc(Cl)c(NC(=O)COC(=O)c2cccc(C#N)c2)c1
3: Cn1cc(CN(Cc2ccccn2)C[C@@H]2CCC(=O)N2)c(-c2ccccc2F)n1
4: Cc1ccc(-n2c(CNC(=O)c3cccs3)nnc2SCC(=O)NO)cc1
5: CC1(C)CC(=O)C2=C(C1)N(c1ccc(Cl)cc1)C(=O)C2(O)C(F)(F)F (centres undefined)
6: CCOc1ccc(NC(C)C(=O)N/N=C/c2ccc([N+](=O)[O-])cc2)cc1 (centres undefined)
7: CCOC(=O)c1cnc(SCC(=O)OCC(=O)NC2CCS(=O)(=O)C2)nc1N (centres undefined)
8: C/C(=N\NC(=O)Cc1ccc(Cl)cc1)c1cccnc1

assay / entry | 1 | 2 | 3 | 4 | 5 | 6 | 7 | 8
tim10-1 inh | -22 | 12 | 10 | -13 | -47 | -13 | 5 | -10
TIM10 inh | -4 | -1 | 3 | 2 | -33 | -6 | -6 | 2
Mdm2 MdmX PPI | 17 | 14 | 1 | -3 | 23 | -7 | -13 | 25
XBP1 UPR activ | -3 | -2 | -2 | -1 | 0 | -5 | -3 | 0
697 NFkB inh | 6 | 16 | 0 | 9 | 13 | -6 | -2 | 9
tim23-1 inh | -4 | 0 | 1 | 13 | -33 | -10 | 3 | 2
CHOP UPR activ | -2.6 | -0.2 | -3.5 | -0.8 | -0.1 | 1.1 | 0.8 | -1.2
Jurkat NFkB inh | -6 | 3 | 4 | -14 | 7 | 14 | 10 | 9

9: COc1cccc(CNC(=O)CCC2CCCN(c3cc(C)nc(N)n3)C2)c1 (centres undefined)
10: CC1(C)OC(=O)N(CC(=O)Nc2cccc(C(F)(F)F)c2)C1(C)O (centres undefined)
11: Cc1cccc(-n2c(Cn3nc(C)c([N+](=O)[O-])c3C)n[nH]c2=S)c1
12: Cc1ccc(/C=N/NC(=O)Nc2ccccc2)o1
13: COc1ccc(-c2c(-c3cc(OC)cc(OC)c3)n(C)c3ccc(-c4ccc(S(N)(=O)=O)cc4)cc23)cc1
14: CCC(c1nnnn1CCOC)N(Cc1cc2c(C)cc(C)cc2[nH]c1=O)CC1CCCO1 (centres undefined)
15: NC1=C(c2ccccc2)C(=O)NC1=O
16: Cc1ccc(C)c(Cn2nc(-c3cc(C)ccc3C)ccc2=O)c1

assay / entry | 9 | 10 | 11 | 12 | 13 | 14 | 15 | 16
tim10-1 inh | -2 | -7 | -4 | 10 | -8 | 17 | 11 | 2
TIM10 inh | -1 | -9 | 13 | 8 | 7 | 5 | -7 | 10
Mdm2 MdmX PPI | 15 | 22 | -16 | -73 | 57* | 3 | -15 | 23
XBP1 UPR activ | 1 | -2 | -4 | 0 | 0 | 1 | -4 | 5
697 NFkB inh | -3 | -1 | 10 | -58 | 12 | 5 | -6 | 0
tim23-1 inh | -7 | -4 | -4 | 6 | -2 | 22 | 0 | 11
CHOP UPR activ | -3.3 | 16 | -1.4 | 8.5 | 16 | -2.1 | -1.6 | -0.5
Jurkat NFkB inh | 12 | -2 | 11 | -81 | 12 | -17 | -2 | 12

17: COc1ccc(-c2nc(C)ncc2-c2csc(C)n2)c(O)c1
18: OCC1(Cc2ccc(Cl)cc2)CCN(Cc2ccccc2F)CC1
19: CCOc1ccc(OCc2ccc(C(=O)N3CCCC3)o2)cc1
20: COc1ccc(CN2C(=O)[C@@H]3C(c4ccc(F)cc4)=NO[C@@H]3C2=O)cc1
21: O=C1C(=O)N(C2CCCC2)C(=O)N1Cc1c(F)cccc1Cl
22: Cc1cc(C)cc(N(CC(=O)NC(C)(C)C)C(=O)CCC(=O)Nc2nccs2)c1
23: N=C1/C(=C\c2ccc(OC(=O)c3ccc(F)cc3)cc2)C(=O)N=C2SC(N3CCCC3)=NN12
24: Cc1ccc(-n2ncc3c(NCCCN4CCOCC4)ncnc32)c(C)c1

assay / entry | 17 | 18 | 19 | 20 | 21 | 22 | 23 | 24
tim10-1 inh | 15 | 3 | -22 | -9 | 15 | 4 | 5 | 5
TIM10 inh | 4 | 10 | -26 | -4 | 5 | -9 | 5 | 3
Mdm2 MdmX PPI | 24 | 12 | 16 | 14 | 11 | 15 | 12 | -17
XBP1 UPR activ | -5 | -1 | -3 | -2 | -2 | -4 | 9 | -2
697 NFkB inh | 16 | -11 | -41 | 19 | -13 | -22 | 16 | -7
tim23-1 inh | 11 | 13 | 4 | -5 | -2 | -2 | 1 | 3
CHOP UPR activ | -2.8 | -3.8 | 2.0 | -2.0 | -0.3 | -0.5 | 7.1 | -2.7
Jurkat NFkB inh | 19 | 9 | -14 | 4 | 2 | -6 | 4 | -5

25: CCOc1ccccc1NC(=O)N1CCC(NC(=O)c2ccccc2C)CC1
26: CCOC(=O)Cc1csc(SCC(=O)Nc2cccc(C#N)c2)n1
27: COc1ccc(OC)c(S(=O)(=O)Nc2ccc(O)c3ccccc23)c1
28: O=C(COC(=O)/C=C/c1ccccc1)Nc1ccccc1Br
29: Cc1c(CCO)sc[n+]1CC(=O)OCCC12CC3CC(CC(C3)C1)C2
30: O=C(COC(=O)c1cccc(S(=O)(=O)N2CCc3ccccc32)c1)NCc1ccco1
31: C(=N\Nc1nc(-c2ccccc2)cs1)/c1ccco1
32: CCOc1ccc2[nH]c3c(c2c1)CNCC3

assay / entry | 25 | 26 | 27 | 28 | 29 | 30 | 31 | 32
tim10-1 inh | 6 | 11 | 18 | 2 | -4 | 24 | 4 | 5
TIM10 inh | 5 | 9 | 11 | 4 | -25 | -16 | 23 | 12
Mdm2 MdmX PPI | -7 | 4 | 20 | 14 | 17 | -5 | -105 | -1
XBP1 UPR activ | 2 | -2 | 1 | -3 | -1 | -3 | 4 | -3
697 NFkB inh | 7 | -5 | 11 | 28 | -24 | 15 | -122 | -13
tim23-1 inh | 10 | 10 | 17 | -11 | 9 | -5 | 44 | 4
CHOP UPR activ | -2.1 | -1.5 | 0.4 | 0.4 | 0.4 | -0.2 | 6.9 | 2.6
Jurkat NFkB inh | 10 | 8 | 32 | 11 | 2 | -2 | -89 | 22

33: CCOC(=O)c1cc(C#N)c(SC)nc1C
34: COC(=O)c1nc2n(n1)C(c1ccccc1OC)C1=C(CCCC1=O)N2 (centres undefined)
35: COc1ccccc1C(NC(C)=O)c1c(O)ccc2ccc(O)cc12 (centres undefined)
36: COc1ccc(CCNCC(O)COc2cccc(C(C)=O)c2)cc1OC (centres undefined)
37: O=C(COC(=O)c1ccc[nH]c1=O)Nc1ccc(N2CCCCC2)cc1
38: COc1ccc(NC(=O)Cc2c(SC)c3ccccc3n2Cc2ccccc2)cc1
39: Cc1ccc(NC(=O)c2ccc(Cn3cc([N+](=O)[O-])cn3)cc2)c(C)c1
40: CS(=O)(=O)N1CCN(c2ccccc2NC(=O)c2cccnc2Cl)CC1

assay / entry | 33 | 34 | 35 | 36 | 37 | 38 | 39 | 40
tim10-1 inh | -15 | 17 | 4 | 23 | -12 | 20 | 14 | -6
TIM10 inh | -4 | 9 | 12 | -3 | 2 | -11 | -7 | -4
Mdm2 MdmX PPI | 5 | -17 | 16 | -26 | -40 | 69* | 11 | -17
XBP1 UPR activ | 4 | 0 | -1 | 3 | -6 | -1 | 0 | -3
697 NFkB inh | -14 | -39 | 13 | -5 | 79* | -27 | 19 | 21
tim23-1 inh | -1 | 14 | 1 | 15 | 3 | 11 | 15 | 7
CHOP UPR activ | 0.1 | -1.0 | 6.0 | 1.9 | -8.0 | -0.9 | 1.1 | -2.0
Jurkat NFkB inh | -6 | -17 | 1 | -20 | 51* | -1 | 2 | 0

41: Cc1ccc(C)c(CSc2nnc([C@@H](N)C(C)C)o2)c1
42: Cc1ccc(-n2nnnc2Sc2nc([N+](=O)[O-])nn2C)cc1
43: COc1cc(SC)ccc1C(=O)NCCOc1ccc(C)c(C)c1
44: Cc1ccc(NC(=O)CCC(=O)N/N=C/c2ccc(O)cc2O)cc1
45: Cc1cc(NC(=O)CSc2nnc(-c3ccc4c(c3)OCCO4)o2)no1
46: CC1CCc2c(C(=O)OCC(=O)Nc3cccc(S(=O)(=O)N4CCCCCC4)c3)csc2C1 (centres undefined)
47: CCCSc1ccc(-c2nn(-c3ccccc3)cc2/C=C(/C#N)C(=O)N2CCOCC2)cc1
48: Cc1cc(-c2nn3c(-c4ccccc4)nnc3s2)c2ccccc2n1

assay / entry | 41 | 42 | 43 | 44 | 45 | 46 | 47 | 48
tim10-1 inh | 45* | 17 | 16 | -5 | 4 | 18 | 11 | 31
TIM10 inh | 19 | 12 | 20 | 5 | 7 | 6 | 17 | 27
Mdm2 MdmX PPI | 2 | 37 | 8 | 22 | 5 | -19 | 17 | 10
XBP1 UPR activ | 0 | -1 | -1 | -4 | -7 | -1 | 0 | 8
697 NFkB inh | -1 | 26 | -3 | 16 | -90 | 5 | 4 | -9
tim23-1 inh | 35 | 18 | 25 | -5 | 9 | 16 | 28 | 17
CHOP UPR activ | -0.2 | 1.5 | 0.2 | -1.2 | -6.1 | -0.1 | 0.9 | 2.8
Jurkat NFkB inh | 1 | 25 | 25 | 14 | -21 | 19 | -11 | -1

49: O=C(Nc1nnc(-c2ccc3c(c2)CCCC3)o1)c1ccccc1Cl
50: CCOC(=O)c1sc2nc(SCC(=O)NCc3ccco3)n(Cc3ccccc3)c(=O)c2c1C
51: O=C(c1ccc2c(=O)n(Cc3ccccc3)c(=S)[nH]c2c1)N1CCCC1
52: O=C(O)C1CCCN1C(=O)c1cccs1 (centres undefined)
53: O=C(COC(=O)/C=C/c1ccc(S(=O)(=O)N2CCOCC2)cc1)Nc1ccc(F)c(F)c1F
54: O=C1c2ccccc2C(Nc2cccc(C(F)(F)F)c2)N1Cc1ccco1 (centres undefined)
55: O=S(=O)(Nc1cccnc1)c1cccs1
56: COc1ccc(N2COC3c4cccc5cccc(c45)C32)cc1 (centres undefined)
57: COc1cccc(/C=C/C(=O)NCc2ccc(S(N)(=O)=O)cc2)c1

assay / entry | 49 | 50 | 51 | 52 | 53 | 54 | 55 | 56 | 57
tim10-1 inh | 13 | 18 | -6 | 6 | -6 | 39 | 7 | 16 | 5
TIM10 inh | 5 | -1 | 2 | 4 | -1 | 9 | -6 | 30 | 1
Mdm2 MdmX PPI | 24 | -1 | 11 | 14 | -9 | 27 | -16 | -2 | -11
XBP1 UPR activ | 2 | -2 | -2 | 1 | -4 | -6 | 0 | -2 | -1
697 NFkB inh | -20 | -79 | -2 | 19 | 7 | -37 | -40 | -25 | 10
tim23-1 inh | 40 | 8 | -1 | -5 | -2 | 6 | 15 | 18 | 1
CHOP UPR activ | -3.3 | -1.5 | 0.4 | 1.2 | 0.1 | -0.2 | 1.1 | 1.8 | 1.5
Jurkat NFkB inh | -15 | 40 | 5 | -3 | 9 | -3 | -14 | -8 | 7
